Bioassay records deposited in PubChem by National Center for Advancing Translational Sciences (NCATS).
TSHR antag = antagonists of human thyroid stimulating hormone receptor; AID 504810; activity change, negative = inhibition, % at 11.5 µM; TSHR-expressing cells, TSH-stimulated cAMP HTRF, 2 h; active compounds read low; P16473; 0.2% of 330,000 active;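 active means activity change below a set negative limit, meaning inhibition stronger than a set level, cut at about -70% in these data; inconclusive means activity change between two set negative limits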; further: on the % scale 0 is the no-effect control and ±100 the full control effect
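Read-out is FRET at 665 nm (cryptate excitation 337 nm) from a cryptate-tagged anti-cAMP antibody, competed by cell cAMP against cAMP-d2. Compounds are tested on freshly harvested TSHR cells challenged with 4nM TSH (EC80) for 2 hours at 37 deg C.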
GALK inhibitor = galactokinase (human) inhibition. P51570. Purified GALK, Kinase-Glo residual ATP luminescence. Potency, µM (series often up to 57.5 µM), for the others: at the highest dose activity change, negative = inhibition, actives largely listed as inhibitors. 0.007% of 270,000 active. AID 1868; further: potency means the concentration at half of the fitted maximal effect; on the % scale 0 is the no-effect control and ±100 the full control effect
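Quantitative HTS: GALK 5 nM, ATP 35 uM, galactose 100 uM, 1 h room temperature, then luciferase-based ATP detection.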
PKM2 activator = PKM2 (human) enzyme activation | Potency, µM (highest dose often 57.5 µM), without a hit: top-dose activation, usual class: activators | 0.34% of 260,000 active | P14618 | purified PKM2, Kinase-Glo ATP luminescence, activation; response scale: 0% is enzyme alone, no compound; further: potency means the concentration at half of the fitted maximal effect; on the % scale 0 is the no-effect control and ±100 the full control effect; nearly all actives have a fitted effect of over 55% in size
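hPK-M2, >95% pure; 0.1 mM ADP / 0.5 mM PEP final; imidazole pH7.2 buffer w/ 7 mM MgCl2, 50 mM KCl; 1 h RT; Kinase-Glo lum. Intermediate enzyme activity for dual inhibitor/activator qHTS.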
USP2a inh = USP2a (human) protease inhibition. AID 463254. 0.01% of 330,000 active. USP2 core, Ub-CHOP2 coupled fluorogenic reporter, 485/531. Potency, µM (highest dose often 38.3 µM), for the others: at the top dose activity change, negative = inhibition, actives largely listed as inhibitors. O75604;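 further: potency means the concentration at half of the fitted maximal effect; plate controls were DMSO wells for no effect and full inhibition by NEM control for full effect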
Target sequence (O75604 whole entry, looked up): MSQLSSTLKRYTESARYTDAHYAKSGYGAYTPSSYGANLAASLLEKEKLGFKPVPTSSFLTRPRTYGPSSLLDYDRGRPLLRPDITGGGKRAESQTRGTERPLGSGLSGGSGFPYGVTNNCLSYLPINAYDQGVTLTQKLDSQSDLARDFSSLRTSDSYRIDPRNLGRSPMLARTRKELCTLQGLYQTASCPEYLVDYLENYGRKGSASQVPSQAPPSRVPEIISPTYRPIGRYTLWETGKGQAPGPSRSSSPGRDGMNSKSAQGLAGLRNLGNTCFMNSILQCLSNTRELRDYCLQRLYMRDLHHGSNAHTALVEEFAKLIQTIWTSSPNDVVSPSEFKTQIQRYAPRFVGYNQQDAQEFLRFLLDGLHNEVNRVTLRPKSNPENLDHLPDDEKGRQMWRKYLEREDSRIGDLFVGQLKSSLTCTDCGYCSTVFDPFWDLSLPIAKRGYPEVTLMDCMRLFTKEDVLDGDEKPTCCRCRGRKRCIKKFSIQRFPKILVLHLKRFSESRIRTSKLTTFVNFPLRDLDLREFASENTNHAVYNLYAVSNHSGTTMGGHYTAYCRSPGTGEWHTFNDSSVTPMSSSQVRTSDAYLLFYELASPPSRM
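Deubiquitinase activity read as fluorescence (485/531 nm) after Ub-CHOP2 cleavage activates the enterokinase reporter on its substrate; USP2 core 10nM, Ub-CHOP2 and substrate 25nM each, 30min compound preincubation then 60min RT; data normalized to NEM, curves fitted.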
hERG WT inh = inhibitors of human wildtype KCNH2 potassium channel. Q12809. U2OS, BacMam KCNH2, thallium flux FluxOr; active compounds read low. activity change, % at 1.84 µM. 0.37% of 340,000 active. AID 720551;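 active means maximum activity change below -70%; inconclusive means maximum activity change between -70% and -50%; inactive means maximum activity change above -50%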; further: on the % scale 0 is the no-effect control and ±100 the full control effect
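U2OS cells were transduced with wild-type KCNH2 virus (2.03 x 10^8 / mL) for 4 h at room temperature, then cultured overnight at 37 C. Thallium flux was read with FluxOr dye. Rate constants were normalized to DMSO controls.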
Menin-MLL TR inh = displaces Texas Red mutant MLL peptide from human menin | O00255 | Menin + Texas Red MLL mutant peptide, fluorescence polarization | Potency, µM (titrated, usually from 61.6 µM), for the others: at the top dose FP activity change, negative = inhibition, most hits filed as inhibitors | 0.23% of 270,000 active; active means well fitted inhibition curve with a large enough effect in the polarisation, with a control signal flat, not every such curve was filed as active; inconclusive means small, poorly fitted or top-dose-only effect, or effect the other way, or a change in a side signal; inactive means no such curve, though single readings can be large or run the other way; the % refers to the polarisation; further: potency means the concentration at half of the fitted maximal effect; % of control where 0% means no effect; many of its hits are not listed in these tables
Chronic BCR inh = chronic active BCR signaling inhibition; ABC-DLBCL IkBa-CBG/CBR reporter, luminescence ratio, 4 h; Potency, µM (titrated, usually from 46.1 µM), without a hit: top-dose ratio change, negative = lower green/red ratio, actives largely listed as inhibitors; 0.05% of 340,000 active; AID 493014; active means well fitted inhibition curve with a large enough effect in the signal ratio, with a control signal flat, not every such curve was filed as active; inconclusive means small, poorly fitted or top-dose-only effect, or effect the other way, or a change in a side signal; the % refers to the signal ratio;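 further: potency means the concentration at half of the fitted maximal effect; plate controls were basal doxycycline-induced cells for no effect and cells given 10 µM MG132 for full effect; MG132 reads +100%, hits lower the ratio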
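TMD8 ABC-DLBCL cells carrying doxycycline-inducible green luciferase fused to IkappaBalpha plus unfused red luciferase were exposed to compounds (up to 46 uM) for 4 hrs at 37C. Activity came from the overlap-corrected green/red luminescence ratio.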
MBNL1-CUG inh = MBNL1-poly(CUG) RNA binding inhibition; Q9NR56; TR-FRET MBNL1-His/biotin-(CUG)12 binding, 665/545 ratio; Potency, µM (top dose mostly 57.5 µM), for the others: top-dose activity change, negative = inhibition, most hits filed as inhibitors; 0.036% of 280,000 active; active means well fitted inhibition curve with a large enough effect in the signal ratio, with a control signal flat, not every such curve was filed as active; inconclusive means small, poorly fitted or top-dose-only effect, or effect the other way, or a change in a side signal; inactive means no such curve, though single readings can be large or run the other way; the % refers to the signal ratio; further: potency means the concentration at half of the fitted maximal effect; on the % scale 0 is the no-effect control and ±100 the full control effect
Target sequence (Q9NR56 whole entry, looked up): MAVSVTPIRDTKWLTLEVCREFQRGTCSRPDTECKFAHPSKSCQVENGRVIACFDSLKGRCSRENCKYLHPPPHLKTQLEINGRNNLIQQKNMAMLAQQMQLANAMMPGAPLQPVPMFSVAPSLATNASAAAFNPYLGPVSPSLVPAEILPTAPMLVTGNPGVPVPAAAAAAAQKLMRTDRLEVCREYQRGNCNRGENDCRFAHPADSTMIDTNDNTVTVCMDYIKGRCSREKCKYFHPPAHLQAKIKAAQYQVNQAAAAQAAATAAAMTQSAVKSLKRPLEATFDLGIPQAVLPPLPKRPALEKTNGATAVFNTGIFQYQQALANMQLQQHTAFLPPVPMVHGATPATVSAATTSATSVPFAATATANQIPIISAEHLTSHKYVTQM
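Compounds (final 92 nM to 58 uM) are added to His-tagged MBNL1 and biotin-(CUG)12, then terbium anti-His antibody and streptavidin-XL665 (5 nM final). After 60 min at room temperature, the 665/545 nm ratio is read.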
Mito fusion act = mitochondrial division inhibition or fusion activation | S. cerevisiae fusion-defective mutant growth rescue, CellTiterGlo 48 h | Potency, µM (top dose mostly 46.1 µM), without a hit: at the highest dose growth rescue (activation), most hits filed as activators | 0.23% of 320,000 active | AID 485298;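 further: potency means the concentration at half of the fitted maximal effect; % of control where 0% means no effect; nearly all actives have a fitted effect of over 45% in size; temperature-sensitive fusion mutants such as fzo1-1 at 37 °C on non-fermentable ethanol glycerol medium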
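Temperature-sensitive fusion-defective S. cerevisiae (e.g. fzo1-1, mgm1-5) were grown with compound in YPEG medium (3% ethanol, 3% glycerol) for 48 hours at 37C. Growth rescue was measured as viability by CellTiterGlo luminescence after 10 minutes at ambient.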
S-ASM inh = human S-ASM enzyme inhibition; P17405; placental ASM, HMU-PC fluorogenic substrate, 60 min; Potency, µM (top dose mostly 57.5 µM), without a hit: at the highest dose activity change, negative = inhibition, usual class: inhibitors; 0.006% of 340,000 active; further: potency means the concentration at half of the fitted maximal effect
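Fluorogenic HMU-PC substrate (9 uM final) is turned over by placental ASM in 60 min at 37 C after a 10 min compound preincubation. Reaction ended by alkaline stop (pH 10), with fluorescence read at 386/447 nm.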
Eya2 phos inh = blocks the phosphatase activity of human Eya2 | recombinant Eya2, OMFP fluorescence dephosphorylation (OMFP is methylfluorescein phosphate) | Potency, µM (doses to about 76.9 µM), without a hit: top-dose activity, negative = inhibition, most hits filed as inhibitors | 0.006% of 330,000 active; further: potency means the concentration at half of the fitted maximal effect; on the % scale 0 is the no-effect control and ±100 the full control effect
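Eya2 (0.2 uM) preincubated 10 min at ambient with compound, then OMFP substrate added at 50 uM; 10 min reaction in 50 mM HEPES pH 7.5, 50 mM NaCl, 5 uM MgCl2, 0.05% BSA, 1 mM DTT. Fluorescence read at Ex 485/Em 525 nm.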
* = called active by the depositor; ? = inconclusive; · = no result given; [ ] = remark or other dose. Unless noted, the call rests on the fitted dose curve; in most records, active means well fitted curve in the direction sought with a large enough effect; inconclusive means small, poorly fitted or top-dose-only effect, or another doubt; inactive means no such curve, though single readings can be large; an effect the other way counts as inactive or inconclusive. Some of the compounds tested (hit frequency here may not be typical).

SMILES	TSHR antag	GALK inhibitor	PKM2 activator	USP2a inh	hERG WT inh	Menin-MLL TR inh	Chronic BCR inh	MBNL1-CUG inh	Mito fusion act	S-ASM inh	Eya2 phos inh
CCc1ccc(-c2cc(C(F)(F)F)n3nc(C(=O)Nc4cnn(Cc5ccccc5C)c4)cc3n2)s1	-11	-2%	1%	-1%	16	·	-15%	6%	3%	·	6%
Cc1ccc(OCCN2CCN(CC(O)Cn3c4ccccc4c4ccccc43)CC2)cc1 (stereo not drawn)	-2	-2%	0%	3%	·	4%	12%	-9%	-20%	·	-11%
CCc1cc(=O)[nH]c(SCc2cccnc2)n1	15	3%	·	-1%	1	8%	-4%	-5%	0%	11%	17%
COc1ccc(OC)c(NS(=O)(=O)c2ccc3c(c2)CCC(=O)N3)c1	-2	-1%	0%	3%	18	13%	2%	-3%	0%	0%	-26%
COc1ccc(-n2c(Cc3cccn3C)nnc2SCC(=O)N2CCC(C)CC2)cc1	-7	1%	10%	-2%	-6	-21%	8%	13%	-5%	1%	2%
CC(C)(C)c1ccccc1OCCCCCn1ccnc1	7	2%	-2%	1%	1	?	-3%	2%	-1%	-3%	-10%
O=S(=O)(c1ccc(Cl)cc1)N1CCCC1c1nc(-c2ccc(Cl)cc2)no1 (stereo not drawn)	-6	-3%	1%	4%	-14	14%	13%	-1%	11%	-8%	-3%
O=C(CCCc1nc(-c2ccccc2)no1)Nc1cccnc1	-9	3%	13%	3%	-1	8%	22%	7%	-2%	-1%	16%
CCCCc1ccc(N=N/C(C(=O)Nc2ccc(NC(C)=O)cc2OC)=C(/C)O)cc1	-31	-5%	5%	-8%	5	?	?	3%	-2%	22µM*	19%
CCN(CC)S(=O)(=O)c1cc(NC(=O)CSc2nnc(-c3cccs3)o2)ccc1C	3	0%	-2%	3%	-11	1%	11%	-1%	-3%	4%	-18%
O=C(C[C@@H]1C/C=C/CCCC(=O)O[C@H](c2ccccc2)CNC1=O)N[C@H](CO)Cc1ccccc1	7	·	·	0%	14	·	-1%	·	·	5%	-2%
O=C(C(c1ccccc1)c1ccccc1)N1CC[C@@]2(O)CCCC[C@H]2C1	9	-1%	5%	8%	-5	·	?	1%	2%	5%	-24%
O=C(CSc1ccc2nnc(CCNC(=O)c3ccc(F)cc3)n2n1)NCC1CCCO1 (stereo not drawn)	-1	-5%	·	-4%	-3	·	-1%	2%	1%	-2%	-2%
CS(=O)(=O)N1CCc2cc(S(=O)(=O)Nc3ccc4c(c3)OCCO4)ccc21	-3	1%	-2%	2%	-10	7%	-5%	9%	-1%	-3%	-1%
O=C(O)COc1ccc2c(c1)OCCO2	2	7%	-8%	-1%	-8	-1%	1%	-8%	-1%	1%	10%
c1ccc2[nH]c(SN3CCOCC3)nc2c1	1	0%	0%	0%	·	5%	6%	-2%	0%	·	16%
Cc1csc(C(=O)O)c1NC(=O)c1ccc(F)cc1	1	-1%	·	-1%	-8	17%	1%	0%	-3%	0%	-1%
CCOC(=O)CCC(=O)Nc1ccc(S(=O)(=O)N2CCc3ccccc32)cc1	-4	-3%	1%[11.5 µM]	-7%	-24	?	-2%	-3%	0%	2%	-8%
COc1ccc(CCN(C)S(=O)(=O)c2cn(C)c(=O)n(C)c2=O)cc1OC	5	·	·	1%	4	·	-2%	·	3%	5%	17%
CCOC(=O)c1ccc(NC2c3ncccc3C(=O)N2Cc2ccc(F)cc2)cc1 (stereo not drawn)	-1	-7%	6%	0%	6	9%	-1%	-8%	10%	-9%	5%
CCCC(C)NC(=O)Cn1c(=O)c2c(ncn2CCC(C)C)n(Cc2ccccc2)c1=O (stereo not drawn)	0	-1%	3%	2%	1	?	2%	-2%	2%	0%	-6%
Cc1ccc(SC(CC(=O)c2ccc(C)cc2)C(=O)O)cc1 (stereo not drawn)	-7	1%	-6%	2%	-1	0%	?	-17%	0%	4%	26%
CCOC(=O)C1CCCCN1C(=O)c1oc2c(Cl)cc(C)cc2c1C (stereo not drawn)	-2	-8%	0%	-1%	11	?	?	0%	-3%	-2%	3%
COC(=O)c1cc(S(=O)(=O)N2CCC(C)CC2)ccc1F	8	-1%	0%	2%	8	-7%	10%	-13%	-1%	1%	6%
COc1ccc(C)cc1S(=O)(=O)N(C)CC(=O)N1CCCC1	1	-5%	1%	2%	-10	3%	-6%	-5%	2%	6%	10%

Entries listed so far that contain a Cl atom, in the order listed:
SMILES	TSHR antag	GALK inhibitor	PKM2 activator	USP2a inh	hERG WT inh	Menin-MLL TR inh	Chronic BCR inh	MBNL1-CUG inh	Mito fusion act	S-ASM inh	Eya2 phos inh
O=S(=O)(c1ccc(Cl)cc1)N1CCCC1c1nc(-c2ccc(Cl)cc2)no1 (stereo not drawn)	-6	-3%	1%	4%	-14	14%	13%	-1%	11%	-8%	-3%
CCOC(=O)C1CCCCN1C(=O)c1oc2c(Cl)cc(C)cc2c1C (stereo not drawn)	-2	-8%	0%	-1%	11	?	?	0%	-3%	-2%	3%

Back to the main list, repeating the 2 entries before the break.
SMILES	TSHR antag	GALK inhibitor	PKM2 activator	USP2a inh	hERG WT inh	Menin-MLL TR inh	Chronic BCR inh	MBNL1-CUG inh	Mito fusion act	S-ASM inh	Eya2 phos inh
COC(=O)c1cc(S(=O)(=O)N2CCC(C)CC2)ccc1F	8	-1%	0%	2%	8	-7%	10%	-13%	-1%	1%	6%
COc1ccc(C)cc1S(=O)(=O)N(C)CC(=O)N1CCCC1	1	-5%	1%	2%	-10	3%	-6%	-5%	2%	6%	10%
CCOc1ccc(N(C(=O)c2snc(C(N)=O)c2N)C(C(=O)NCC2CCCO2)c2ccco2)cc1 (stereo not drawn)	19	-1%	3%	1%	2	4%	0%	?	13%	77%[activator]	6%
CCNS(=O)(=O)c1cc(-c2nnc(OC)c3ccccc23)ccc1C	0	4%	2%	0%	7	-20%	-10%	-3%	0%	-1%	-6%
CCN(CCCNC(=O)C1CCN(S(=O)(=O)c2cnc[nH]2)CC1)c1ccccc1	-2	0%	-2%	1%	2	26%	?	-10%	-1%	4%	4%
Cc1c(NC(=O)CN2C(=O)NC3(CCCC3)C2=O)c(=O)n(-c2ccccc2)n1C	10	0%	-2%	-2%	8	3%	4%	1%	0%	9%	2%
Cc1cc(C)c(S(=O)(=O)N2CCN(C(=O)C3CC3)CC2)c(C)c1	1	·	·	0%	-5	·	1%	·	-5%	-1%	-22%
CCC(C)NC(=O)C(NS(=O)(=O)c1ccc2c(c1)c(=O)n(C)c(=O)n2C)c1ccccc1 (stereo not drawn)	3	3%	-13%	0%	2	13%	2%	-6%	1%	-3%	2%
CCN(c1ccccc1)S(=O)(=O)c1cccc(C(=O)NCC(c2cccs2)N(C)C)c1 (stereo not drawn)	-7	12%	6%	3%	6	-4%	-1%	-8%	-8%	-2%	-2%
Nc1ccn(CC(=O)NCc2ccccn2)c(=O)n1	-9	·	·	0%	-1	·	-17%	·	-10%	-5%	2%
CCN(CC)S(=O)(=O)c1cccc(-c2n[nH]c(=S)n2C)c1	-10	-3%	-4%	0%	23	7%	-11%	9%	-2%	4%	17%
COC(=O)CCCC1=CC2=C(c3ccccc3)C(=O)C(C)(OC(=O)C3CCCC3)C(=O)C2=CN1CCCCO (stereo not drawn)	-10	-1%	-1%[11.5 µM]	0%	4	-6%[11.7 µM]	8%	?	-7%	2%	2%
CCOc1ccc(OCC)c(NC(=O)C2C3C=CC(O3)C2C(=O)NCc2ccco2)c1 (stereo not drawn)	-2	3%	5%	2%	-8	-17%	1%	-2%	-4%	3%	3%
Cc1ccc(F)c(NC(=O)c2cncn2-c2ccccc2)c1	3	4%	0%	-2%	0	-1%	-3%	-1%	-8%	0%	-3%
